Screening results as filed in PubChem BioAssay.
TDP1 block: qHTS Assay for Inhibitors of Tyrosyl-DNA Phosphodiesterase (TDP1). Tyrosyl-DNA phosphodiesterase 1 (Homo sapiens), Q9NUW8. recombinant TDP1, AlphaScreen DNA substrate cleavage. Potency, µM (highest dose often 130 µM), inactives show at the highest dose activity change, negative = inhibition, most hits filed as inhibitors. 0.28% of 350,000 active. AID 485290, 2010; also: nearly all actives have a fitted effect of over 40% in size
Target sequence (Q9NUW8 whole entry, looked up): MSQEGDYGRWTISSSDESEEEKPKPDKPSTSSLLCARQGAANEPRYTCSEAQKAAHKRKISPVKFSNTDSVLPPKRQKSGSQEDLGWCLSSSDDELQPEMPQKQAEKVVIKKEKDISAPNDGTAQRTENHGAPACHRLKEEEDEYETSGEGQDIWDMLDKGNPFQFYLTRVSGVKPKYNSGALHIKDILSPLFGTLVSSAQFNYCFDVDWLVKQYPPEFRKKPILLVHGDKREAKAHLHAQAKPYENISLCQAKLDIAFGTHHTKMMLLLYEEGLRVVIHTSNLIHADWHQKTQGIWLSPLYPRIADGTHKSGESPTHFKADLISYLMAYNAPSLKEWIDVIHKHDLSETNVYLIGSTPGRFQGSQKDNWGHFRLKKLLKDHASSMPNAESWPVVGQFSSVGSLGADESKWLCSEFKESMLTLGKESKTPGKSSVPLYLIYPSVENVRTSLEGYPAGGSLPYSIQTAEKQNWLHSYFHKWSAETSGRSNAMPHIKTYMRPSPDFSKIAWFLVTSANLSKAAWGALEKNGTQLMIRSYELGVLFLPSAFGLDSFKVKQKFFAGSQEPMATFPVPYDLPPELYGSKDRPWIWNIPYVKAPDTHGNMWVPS
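Recombinant E. coli-expressed Tdp1 (1 nM) preincubated with compound 15 min at RT, then 5'-biotin/3'-phosphotyrosine-FITC DNA substrate (15 nM) added for 5 min. AlphaScreen beads (10 ug/ml) added, 10 min RT; tyrosine-FITC cleavage read as signal loss.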
DT40 TDP1 no CPT: qHTS for Inhibitors of human tyrosyl-DNA phosphodiesterase 1 (TDP1): qHTS in cells in absence of CPT; DT40 Tdp1-/- hTDP1 cells, no CPT, ATP luminescence, 48 h; Potency, µM (series often up to 46.2 µM), without a hit: at the top dose activity change, negative = growth inhibition, hits mostly inhibitors; 15% of 420,000 active; AID 686978, 2013; also: nearly all actives have a fitted effect of over 55% in size
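Compound effects on proliferation are scored in DT40 Tdp1-/-;hTDP1 cells in the absence of CPT. ATP levels (CellTiter-Glo luminescence) are recorded after a ≥48 hr, 37 °C incubation.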
DT40 TDP1 CPT: qHTS for Inhibitors of human tyrosyl-DNA phosphodiesterase 1 (TDP1): qHTS in cells in presence of CPT. chicken DT40 Tdp1-/-;hTDP1 cells + 20 nM CPT, ATP luminescence, 48 h. Potency, µM (top dose mostly 46.2 µM), without a hit: at the highest dose activity change, negative = growth inhibition, hits mostly inhibitors. 12% of 420,000 active; also: nearly all actives have a fitted effect of over 55% in size
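Cell growth measured by CellTiter-Glo luminescence after a minimum 48 h, 37 C compound exposure with 20 nM CPT in Tdp1-knockout DT40 cells stably expressing hTDP1, seeded 400/well; qHTS titration format.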
Starred values were filed as active, the others as inactive; u = inconclusive; x = no result given; & = joins results of further samples; [ ] = dose if it differs, or a comment. Calls follow the shape of the dose curve; as a rule, active = well fitted curve in the direction sought with a large enough effect; inconclusive = small, poorly fitted or top-dose-only effect, or another doubt; inactive = no such curve, though single readings can be large; an effect the other way counts as inactive or inconclusive. % is scaled to controls: 0 for no effect and ±100 for the full control effect; potency is read from the fitted curve at half-maximal effect. The order is random; about 18% have a hit in one of these screens.

Below each SMILES – DT40 TDP1 no CPT, TDP1 block, DT40 TDP1 CPT
- CCc1cc(=O)oc2cc(OC(C)C(=O)NCC(O)c3ccccc3)c(Cl)cc12 (centres undefined)
    u, 0.5%, u
- O=C(O)CCNS(=O)(=O)c1ccc2c(c1)CCCC2
    3.1%, 4.2%, -17.0%
- O=C(O)c1cccc(Nc2c3ccccc3nc3ccccc23)c1
    u, 6.0%, u
- O=C(c1ccncc1)N1CCC2(CC1)CN(c1cccc(-c3ccccc3)c1)C2
    u, x, u
- O=C1C2C3C=CC(CC3)C2C(=O)N1/N=C/c1ccc(O)cc1 (centres undefined)
    -6.1%, 5.9%, -19.5%
- O=C(NCCc1ccccc1)C(=O)c1cn(CC(=O)N2CCCC2)c2ccccc12
    -11.9%, 4.1%, -27.2%
- Cc1nc(SCC(N)=O)[nH]c(=O)c1Cc1ccc(OC(C)C)cc1
    -19.4%, 5.9%, 1.6%
- COC(=O)c1cc(-c2ccc(Br)cc2)c2c(=O)[nH]c(=O)n(C)c2n1
    -6.9%, x, -27.3%
- O=C(CCS(=O)(=O)c1ccc(Br)cc1)NCc1ccco1
    -6.1%, x, 1.1%
- COC(=O)c1cccc(C23CC4(C2)[C@H](CN(Cc2ccc(-c5ccccc5)cc2)[C@@H]4c2ccccc2)C3c2ccccc2)c1 (some centres undefined)
    u, 9.9%&2.4%, -15.4%

Molecules above containing a COOH group, in the order listed:
Below each SMILES – DT40 TDP1 no CPT, TDP1 block, DT40 TDP1 CPT
- O=C(O)CCNS(=O)(=O)c1ccc2c(c1)CCCC2
    3.1%, 4.2%, -17.0%
- O=C(O)c1cccc(Nc2c3ccccc3nc3ccccc23)c1
    u, 6.0%, u

Next section.
Below each SMILES – DT40 TDP1 no CPT, TDP1 block, DT40 TDP1 CPT
- CCOC(=O)NN1C(=O)c2ccccc2NC1c1cccs1 (centres undefined)
    7.3%, x, -2.6%
- Cc1ccc(S(=O)(=O)N2CCN(C(=O)COC(=O)CNC(=O)c3ccc(C(C)(C)C)cc3)CC2)c(C)c1
    6.8%, -1.2%, -6.0%
- COc1ccc(C(=O)N2CCCC(N3CCN(c4ccccc4F)CC3)C2)c(OC)n1 (centres undefined)
    u, 0.9%, u
- Cc1cc(-n2cnnn2)cc(C)c1S(=O)(=O)NCCOc1ccccc1
    -8.8%, 1.6%, 0.2%
- O=C(NCc1ccccc1Cl)C1CCC(=O)N(CC2CCCCC2)C1 (centres undefined)
    -22.0%, 2.1%, -21.1%
- COc1ccc(OC)c(NC(=O)c2cc(-c3c(C)cc(C)cc3O)n[nH]2)c1
    u, x, 0.3%
- O=C(C[C@H]1C[C@H](C(=O)N2CCOCC2)[C@@]2(CCC3CCCC3)c3[nH]c4cc(-c5ccco5)ccc4c3CCN2C1=O)NCCc1ccccn1
    u, 5.7%[56.1 µM], u
- COc1ccc(Cc2nnc(NS(=O)(=O)Cc3ccccc3)s2)cc1
    6.0%, 4.7%, -2.3%
- C=CCNC(=S)N1CCc2c([nH]c3ccccc23)C1C (centres undefined)
    -27.7%, 8.4%, -29.4%
- COc1ccc(NC(=O)CSc2ccc3nnc(CCNC(=O)c4ccccc4)n3n2)cc1
    0.5%, 3.7%[56.1 µM], -6.5%
- Cc1ccc2[nH]c(CSc3nnc(COc4ccccc4C)n3C)cc(=O)c2c1
    14.6µM*, 2.7%, 18.4µM*
- Cc1cc(C(=O)Nc2ncn(Cc3ccc(F)cc3)n2)ccc1[N+](=O)[O-]
    15.4%, x, 10.5%
- O=C1CC(Nc2ccccc2)C(=O)N1Cc1ccccc1 (centres undefined)
    -4.1%, 0.0%, -6.8%
- CC(=O)c1ccc(NC(=O)Nc2ccc([N+](=O)[O-])cc2)cc1
    0.4%, 5.3%, 2.9%
- Cc1ccccc1P(=O)(c1ccccc1)c1ccccc1C
    18.4µM*, x, u
- Cc1ccccc1NC(=O)CCCNC(=O)c1ccc(Cl)cc1
    -14.6%, 5.5%, 1.8%
- CN(Cc1ccccc1)C(=O)CN(c1ccccc1Cl)S(C)(=O)=O
    -23.0%, x, -3.4%
- c1ccc2c(c1)-c1nc3ccccc3cc1C2N1CCCCC1 (centres undefined)
    16.4µM*, x, 16.4µM*
- COc1ccc(C(=O)CCC(=O)N2CCN(c3ccccc3)CC2)cc1
    u, x, 16.4µM*
- CCCOc1ccc(C(=O)Nc2ccc3c(c2)OCCO3)cc1
    -17.8%, 5.1%, -17.6%
- COc1ccc2c(c1)CCC1(C)CC(=O)C(Br)=C21 (centres undefined)
    u, x, -11.1%
- CC(C)c1ccc(OCC(O)CNC(C)c2ccccc2)cc1 (centres undefined)
    16.4µM*, x, 16.4µM*
- O=C(NC(=O)N1CCN(c2ccccc2F)CC1)c1ccccc1
    -23.7%, 5.2%, -21.4%
- COc1cc(/C=C/C(=O)O)ccc1O
    -2.4%&10.0%, 6.8%[56.1 µM], 10.2%&12.4%
- CCOC(=O)c1sc(=S)n(-c2cccc(C(F)(F)F)c2)c1SC
    -4.6%, 1.0%, -0.3%
- CN(C)/C=C/C1=CC(=O)CC(C)(C)C1
    -23.8%, 2.9%, -2.3%
- [O-]/C(=C(\C(=S)Nc1cccc2ccccc12)[n+]1ccccc1)c1ccc2c(c1)OCCO2
    -15.6%, 8.8%, u
- CC12CCC(=O)N1C(C(=O)Nc1cccc(F)c1)CS2 (centres undefined)
    20.7%, 2.2%, -7.7%
- Cc1ccc(C(=O)N/N=C\c2ccc(-c3ccc(Cl)cc3)o2)cn1
    u, 7.1%, u
- O=c1oc2ccccc2n1Cc1ccccc1F
    16.3%, x, 7.0%
- CCCN1CCN(CCCNC(=O)CCNC(=O)Cn2ccc3ccccc3c2=O)CC1
    2.3%, 6.1%, -10.8%
- CC(NC(=O)C1CCN(S(=O)(=O)c2ccc(Br)s2)CC1)c1ccccc1 (centres undefined)
    -28.5%, 3.9%, u
- O=c1c2ccccc2nc2n1CCCS2
    -5.5%, 7.3%, -11.2%
- O=C(c1ccc(Cl)cc1)N1CCC(C(=O)N2CCN(c3ncccn3)CC2)CC1
    -14.2%, 1.1%, -27.4%
- Cc1ccc(/C=C2/SC(=O)N(CC(=O)N3CCOCC3)C2=O)s1
    u, 0.0%, -11.8%
- CCOC(=O)c1c(NC(=O)CSc2n[nH]c(-c3ccco3)n2)sc(C)c1C
    -27.3%, 9.1%, -25.7%
- Cc1ccc(C2(C)NC(=O)N(CC(=O)N3c4ccccc4NC(=O)CC3C)C2=O)cc1 (centres undefined)
    20.5%, 1.2%, -17.8%
- Cc1nnc(OCc2nc3ccccc3n2C)c2ccccc12
    u, 4.3%, u
- CCC(C)(C)n1nnnc1C(c1ccc(N(C)C)cc1)N1CCN(C2CCCCC2)CC1 (centres undefined)
    u, 6.2%, -7.5%
- O=S(=O)(/N=C(/Nc1nc2ccccc2s1)c1ccccc1)c1ccc(F)cc1
    -24.3%, -6.7%, -2.2%
- COc1cccc(C(=O)N2CCCN(C)CC2)c1OC
    -10.3%, x, 3.2%
- CCn1c(CCNC(=O)c2ccc(C)cc2)nnc1SCc1ccc(Cl)c(Cl)c1
    23.1µM*, 3.4%, 20.6µM*
- CCC(C)(NC(=O)c1ccc2c(c1)OCO2)C(=O)NC1CCCCC1 (centres undefined)
    -1.2%, 0.0%, 2.8%
- O=C(CN1CCN(Cc2ccccc2)CC1)Nc1cccc(Br)c1
    u, 10.8%, -28.9%
- N#CNC1=NCN(CCc2ccccc2)CN1
    -13.8%, 2.0%, 0.8%
- COc1ccc(C2SCCN2C(=S)Nc2cccc(Cl)c2)cc1 (centres undefined)
    16.4µM*, 4.2%, u
- O=c1n(Cc2ccccc2)nc2n1-c1ccccc1SC2
    -17.7%, 5.0%, -7.8%
- CC1=NN(C(N)=S)C(=O)C1N=Nc1cccc([N+](=O)[O-])c1 (centres undefined)
    -13.1%, x, u
- Cc1cc(N2CCOCC2)cc(C)[n+]1[O-]
    -1.4%, -2.0%, -1.4%
- CCOc1ccccc1NC(=O)Nc1cc(C(=O)NCc2ccc(C)cc2)ccc1N1CCCC1
    8.2µM*, -1.2%, 8.2µM*

Next entries:
Below each SMILES – DT40 TDP1 no CPT, TDP1 block, DT40 TDP1 CPT
- Cc1ccc(Nc2nnc(SCC(=O)NCC3CCCO3)s2)cc1 (centres undefined)
    -0.6%, 0.2%, -26.5%
- Cc1noc(C)c1S(=O)(=O)N(CC(=O)NCc1ccccc1Cl)c1ccc(C(C)C)cc1
    u, -2.3%, u
- COCOCCn1cc(CN2CCS(=O)(=O)N(Cc3ccc(-c4ccccc4)cc3)C(CC(C)C)C2=O)nn1 (centres undefined)
    18.4µM*, x, u
- CCOC(=O)c1sc2nc3c(cc2c1N)COC(C(C)C)C3 (centres undefined)
    -9.7%, -4.4%, -1.2%
- Cc1ccccc1OCCn1c(-c2ccc(Cl)cc2)nc2ccccc2c1=O
    -2.9%, x, -12.4%
- Cc1cc(NCc2ccccc2)n2ncnc2n1
    11.6µM*, 3.5%, u
- COc1ccc(C[C@H]2CN3C(=NC[C@@H]3C(C)C)N2C[C@H](C)NC(=O)c2ccc(C)c(Br)c2)cc1
    18.4µM*, 5.1%, 29.1µM*
- CCOc1ccc(NC(=O)C2CCCN2C(=O)NC2CCCCC2)cc1 (centres undefined)
    0.2%, x, 3.2%
- O=C(N/N=C/c1ccsc1)c1ccccn1
    -8.3%, 10.4%, -10.8%
- Cc1cc(SCC(=O)OCC(=O)N2CCCC2=O)c(C)cc1Br
    1.5%, -8.2%, 7.9%
- CCOc1ccc2nc(SCc3ccccc3C#N)sc2c1
    u, u, -4.1%
- CCc1ccc(NC(=O)Cn2c(=O)n(CCCCC(=O)NCCc3ccccc3)c(=O)c3ccccc32)cc1
    -11.7%, 2.7%, -12.1%
- CCCN1Cc2cccc(C(=O)N3CCN(c4ccccc4)CC3)c2C1=O
    -5.3%, 7.9%, -5.4%
- COc1ccc(NC(=O)Cc2ccc(C)c(C)c2)cc1S(=O)(=O)N1CCCCC1
    u, -0.5%, u
- CCOC(=O)C1=C(C)NC(=O)NC1c1ccc(NC(C)=O)cc1 (centres undefined)
    -20.8%, 4.1%, -18.6%
- CC(=O)Nc1cccc(NC(=O)CSc2ncc(-c3ccccc3)[nH]2)c1
    -29.4%, 4.8%, -26.1%
- COc1ccc2[nH]c3c(c2c1)CCN1C(=O)N([C@@H](C)C(=O)NC2CC2)C(=O)[C@]31C
    u, x, -25.6%
- Cc1csc(NC(=O)c2cc[n+]([O-])cc2)n1
    2.8%, 6.1%, -3.6%
- Cc1ccc(-c2nnc(SCCC(=O)Nc3ccccc3)n2C)cc1
    -15.9%, x, -24.1%
- C[C@H](CO)N1C[C@H](C)[C@@H](CN(C)Cc2cccc(C(F)(F)F)c2)OCc2cnnn2CCCC1=O
    u, x, u
- CCOC(=O)c1ccccc1NC(=O)COC(=O)CSc1ccccc1
    -2.7%, u, -4.8%
- CC1(C)N=C(N)N=C(N)N1c1ccc(CCCCc2ccccc2)cc1
    0.366µM*, x, 0.651µM*
- CCCCC(=O)Nc1ccc(NC(=O)c2ccco2)cn1
    17.3%, 2.7%, 0.2%
- COc1cccc2c1ncc1c(-c3ccc(C)cc3)nn(-c3ccc(F)cc3)c12
    2.1%, -6.2%, -2.9%
- Cc1ccc(CCN2CC(C(=O)NCCN(C)C)CC2=O)cc1 (centres undefined)
    -5.7%, x, 23.8%
- Cc1ccc(-c2noc(C3CCCN(C(=O)c4cccc([N+](=O)[O-])c4)C3)n2)o1 (centres undefined)
    -19.1%, x, u
- NC(CC(=O)OC1CCCCC1)C(=O)OC1CCCCC1 (centres undefined)
    6.5%, 1.9%, -5.3%
- Cc1ccc(N2CC(C(=O)Nc3ccccc3OC(F)F)CC2=O)cc1 (centres undefined)
    -14.0%, -1.4%, u
- COC(=O)c1ccccc1NC(=S)N1CCN(c2ccccc2)CC1
    0.2%, x, -1.0%
- C=CCn1c(-c2cccc(S(=O)(=O)N(CC)CC)c2)n[nH]c1=S
    -26.5%, 8.0%, -20.2%
- CCN(C(=O)CSc1nnc2nc(C)cc(C)n12)c1ccccc1
    -1.1%, -2.5%, 0.3%
- CC1(C(=O)NS(=O)(=O)c2cccc(Cl)c2)CCN1C(=O)Cc1cccs1 (centres undefined)
    -10.6%, x, 5.7%
- COc1cc(-c2c(-c3ccc4c(c3)OCO4)noc2-c2ccsc2)ccc1F
    u, x, u
- COc1ccc(CCC(=O)NNC(=O)Nc2ccc(OC)c(OC)c2)cc1
    24.6%, 2.6%[56.1 µM], -1.6%
- COc1ccc(-n2nc(C(=O)NCC(=O)Nc3cc(Cl)c(OC)cc3OC)c3ccccc3c2=O)cc1
    -60.2%, 12.0%, -38.6%
